RECQ1 helicase = blocks DNA unwinding by human RECQ1; P46063; RECQ1 DNA unwinding, red fluorescence kinetic read; Potency, µM (doses to about 57.3 µM), for the others: at the highest dose activity, negative = inhibition, actives largely listed as inhibitors; 0.54% of 240,000 active;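 also: plate controls were vehicle for no effect and no enzyme for full effect; nearly all actives have a fitted effect of over 30% in size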
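RECQ1T1 50 nM; forked duplex (20 bp + 30-nt ss tails) 200 nM, ATP 2 mM final; pH 8.0, 2 mM MgCl2, 2.5 ug/ml poly(dI-dC); 15 min compound preincubation; discontinuous kinetic read over 2 h at RT.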
GoLoco inh red = inhibitors of human Gai1-RGS12 GoLoco interaction (red fluorophore); P63096; 0.44% of 230,000 active; Potency, µM (titrated, usually from 61.6 µM), for the others: top-dose activity, negative = inhibition, hits mostly inhibitors; Gai1:RGS12 GoLoco peptide FP, rhodamine, 10 min; active = well fitted inhibition curve with a large enough effect, not every such curve was filed as active; inactive = no such curve, though single readings can be large or run the other way; also: nearly all actives have a fitted effect of over 30% in size; many of its hits are not listed in these tables
TexasRed fluor = Texas Red fluorescence interference in TRb-SRC2 counter-screen. 0.29% of 280,000 active. Potency, µM (top dose mostly 106 µM), for the others: at the top dose fluorescence change, negative = quenching. TRb/SRC2 Texas Red total fluorescence interference. AID 1479; active = well fitted curve in either direction with a large enough effect; inconclusive = small, poorly fitted or top-dose-only effect
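Human TRb ligand-binding domain at 0.6 uM with 20 nM Texas Red SRC2 peptide in Tris buffer containing 1 uM T3 and 5% DMSO, incubated with compound 5 h at ambient temperature. Total fluorescence (555/632 nm) calculated as parallel + 2 × perpendicular.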
L3MBTL1 inh = blocks human L3MBTL1; Q9Y468; AlphaScreen L3MBTL1–H3K9me1 peptide binding; Potency, µM (titrated, usually from 57.1 µM), without a hit: at the highest dose activity, negative = inhibition, usual class: inhibitors; 0.66% of 230,000 active; AID 485360; also: nearly all actives have a fitted effect of over 60% in size
Target sequence (Q9Y468 whole entry, looked up): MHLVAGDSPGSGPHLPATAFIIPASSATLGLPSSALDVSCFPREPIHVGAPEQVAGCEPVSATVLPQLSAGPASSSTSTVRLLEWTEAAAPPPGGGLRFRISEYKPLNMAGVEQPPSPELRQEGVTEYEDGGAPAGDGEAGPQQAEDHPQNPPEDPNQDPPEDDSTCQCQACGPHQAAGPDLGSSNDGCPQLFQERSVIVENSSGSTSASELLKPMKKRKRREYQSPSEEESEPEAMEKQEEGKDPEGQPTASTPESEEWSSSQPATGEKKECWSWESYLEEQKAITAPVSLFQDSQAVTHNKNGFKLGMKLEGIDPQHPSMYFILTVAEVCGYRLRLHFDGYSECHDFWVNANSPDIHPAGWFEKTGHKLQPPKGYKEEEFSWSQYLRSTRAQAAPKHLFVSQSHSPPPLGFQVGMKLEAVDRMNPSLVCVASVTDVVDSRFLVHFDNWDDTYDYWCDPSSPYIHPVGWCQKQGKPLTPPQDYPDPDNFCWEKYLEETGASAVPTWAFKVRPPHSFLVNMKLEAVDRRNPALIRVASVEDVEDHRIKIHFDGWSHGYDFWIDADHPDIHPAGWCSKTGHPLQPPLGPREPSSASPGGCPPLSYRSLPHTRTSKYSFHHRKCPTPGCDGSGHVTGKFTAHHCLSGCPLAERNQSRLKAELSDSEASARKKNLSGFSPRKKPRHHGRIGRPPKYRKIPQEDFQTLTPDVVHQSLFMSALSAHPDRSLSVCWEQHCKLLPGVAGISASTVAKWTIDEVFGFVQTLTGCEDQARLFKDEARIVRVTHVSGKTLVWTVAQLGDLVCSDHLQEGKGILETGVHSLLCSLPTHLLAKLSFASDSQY
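First, the protein-peptide complex forms for 30 min at room temperature (L3MBTL1 50 nM, biotinylated H3K9me1 peptide 75 nM). Next, compounds are pin-transferred and incubated 30 min. Finally, AlphaScreen beads are added and read after 30 min.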
Tau ThT inhib = blocks human tau fibril formation measured by thioflavin T. recombinant tau K18 P301L (four-repeat tau fragment), heparin-induced fibrillization, ThT fluorescence. Potency, µM (titrated, usually from 57.4 µM), for inactives: at the top dose activity, negative = inhibition, hits mostly inhibitors. 2.1% of 270,000 active. AID 1460; also: nearly all actives have a fitted effect of over 55% in size
Target sequence (P10636 561-689 P618L limits assumed): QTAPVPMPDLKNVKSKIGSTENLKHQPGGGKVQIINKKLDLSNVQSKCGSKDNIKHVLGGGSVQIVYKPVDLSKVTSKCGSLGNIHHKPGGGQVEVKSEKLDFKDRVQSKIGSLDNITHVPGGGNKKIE
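Heparin-induced fibrillization of the P301L-mutant K18 repeat-domain fragment of human tau was followed by ThT binding in quantitative high-throughput format.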
TRb SRC2 PPI = inhibitors of human thyroid hormone receptor beta-SRC2 interaction | P10828 | Potency, µM (series often up to 106 µM), for the others: at the highest dose activity change, negative = inhibition, most hits filed as inhibitors | TRbeta-SRC2 peptide binding, fluorescence polarization; receptor liganded with 1 µM T3 | 0.065% of 280,000 active | AID 1469;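 also: plate controls were bound peptide for no effect and peptide without receptor for full effect; nearly all actives have a fitted effect of over 50% in size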
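A fluorescence polarization screen tested compounds at multiple concentrations against complex formation between 0.6 uM TRb ligand-binding domain and 20 nM Texas Red SRC2 peptide, with 1 uM T3 present; readout after 5 hr.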
Tau FP inhib = inhibitors of human tau fibril formation. P10636. K18 P301L tau heparin fibrillization, Alexa594 FP, 6 h. Potency, µM (highest dose often 57.7 µM), without a hit: top-dose activity, negative = inhibition, hits mostly inhibitors. 0.39% of 280,000 active. AID 1468; also: nearly all actives have a fitted effect of over 55% in size
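Steps: dispense K18 P301L tau (15 uM plus 0.24 uM Alexa 594 tracer, final) in pH 7 sodium acetate; add compound; add heparin (20 uM final); incubate 6 hr, 37 C; add ThT (30 uM final); after 1 hr ambient, read FP.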
KDM4E inh = blocks human JMJD2E demethylase activity | B2RXH2 | JMJD2E catalytic domain, FDH-coupled NADH fluorescence (FDH is formaldehyde dehydrogenase) | Potency, µM (doses to about 57.1 µM), without a hit: at the highest dose activity change, negative = inhibition, actives largely listed as inhibitors | 1.6% of 230,000 active | AID 2147; active = well fitted inhibition curve with a large enough effect, not every such curve was filed as active; inconclusive = small, poorly fitted or top-dose-only effect, or another doubt; inactive = no such curve, though single readings can be large or run the other way;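 also: 0% = wells with enzyme and -100% = buffer wells without enzyme; nearly all actives have a fitted effect of over 50% in size; many of its hits are not listed in these tables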
Starred values were filed as active, the others as inactive; i = inactive; ? = inconclusive; . = no result given; & = joins results of further samples; [ ] = remark or other dose. Unless noted, calls follow the shape of the dose curve; as a rule, active = well fitted curve in the direction sought with a large enough effect; inconclusive = small, poorly fitted or top-dose-only effect, or another doubt; inactive = no such curve, though single readings can be large; an effect the other way counts as inactive or inconclusive. Unless noted, % is scaled to controls: 0 for no effect and ±100 for the full control effect; potency is read from the fitted curve at half-maximal effect. Some of the compounds tested; rates above refer to the full screens.

#	Structure	RECQ1 helicase	GoLoco inh red	TexasRed fluor	L3MBTL1 inh
1	CCOc1ccc(-c2nc(CN(Cc3ccccc3)C[C@@H]3CCC(=O)N3)c(C)o2)cc1	-12%	13%	-4%	-8%
2	NNC(=O)c1ccc2nc(-c3ccc(Br)cc3)cn2c1	i	15%	-2%	16%
3	C[C@H]1Cc2c(-c3ccccc3)nc3c(c2CO1)CN(C(=O)c1ccco1)CC3	i[11.5 µM]	3%[14.2 µM]	-4%[11.2 µM]	.
4	O=S(=O)(Nc1nc2ccccc2s1)c1ccc(Br)s1	i	5%	2%	3%
5	CN(C)c1ncc(S(=O)(=O)c2ccccc2)c(-c2ccccc2Cl)n1	i	-7%	-1%	2%
6	CC1OC(OC2C(CO)OC(OC3C(CO)OC(O)C(O)C3O)C(O)C2O)C(O)C(O)C1NC1C=C(CO)C(O)C(O)C1O (stereo unspecified)	7%&18%	1%	0%&-1%	.
7	COc1ccc(NC(=O)CSc2nncn3c2cc2oc(C)cc23)cc1OC	.	.	-1%	.
8	CCOC(=O)N1CCN(Cc2nc(CC3CC3)no2)CC1	2%	-4%	-1%	10%
9	CN(c1ccc(C(=O)NCCSCc2ccco2)cc1)S(C)(=O)=O	0%	-8%	-6%	-11%[11.4 µM]
10	COC(=O)CCN1CCc2cc(N=Nc3ccc([N+](=O)[O-])cc3)ccc21	i	60%[activator]	-3%	-30%
11	O=C1C=C(c2cccs2)CC(c2cccs2)C1n1cnc([N+](=O)[O-])c1 (stereo unspecified)	-12%	-11%	-4%	5%
12	CCOc1ccc(C(=O)Nc2ccccc2-c2ccccc2)cc1Cl	-9%	3%	-4%	17%
13	Cc1ccc2cc(S(=O)(=O)NCCC(=O)O)ccc2c1	-3%	2%	0%	.
14	O=C(NCC1CCCO1)/C(=C\c1cccs1)NC(=O)c1ccccc1 (stereo unspecified)	i	6%	-1%	-1%
15	CC(=O)c1c(C)cc(C)c(CSc2nc(C)cc(=O)[nH]2)c1C	20%	-5%	2%	-10%

#	Tau ThT inhib	TRb SRC2 PPI	Tau FP inhib	KDM4E inh
1	-22%	6%	4%	-14%
2	14%	2%	4%	?
3	1%[11.5 µM]	-2%[11.2 µM]	-5%[11.6 µM]	-3%[11.4 µM]
4	-10%	3%	4%	7%
5	-10%	-13%	2%	2%
6	12%	7%&7%	3%	-24%
7	?	0%	6%	.
8	-6%	-1%	-4%	0%
9	?	-3%	-4%	10%
10	?	2%	-5%	-6%
11	-22%	0%	-1%	?
12	?	-7%	-9%	?
13	-5%	10%	-4%	0%
14	-4%	-1%	-4%	-33%
15	-12%	5%	0%	4%

Next compounds follow:
#	Structure	RECQ1 helicase	GoLoco inh red	TexasRed fluor	L3MBTL1 inh
16	COc1ccc(N=C2CCCN2CC(N)=O)cc1	-10%	-1%	0%	6%
17	Cc1cc(C)n2nc(C(=O)N/N=C/C=C/c3ccccc3)nc2n1	1%	0%	-4%	-2%
18	C/C(=N\NC(N)=S)c1cccnc1	-4%	0%	-2%	6%
19	CN(C)CCCn1c(NCc2ccc3c(c2)OCO3)nc2ccccc21	0%	8%	-1%	.
20	O=C(Nc1cccc2ccccc12)N1CCN(c2ccc(F)cc2)CC1	i	1%	-7%	.
21	Cc1ccc(CNC(=O)CCc2c(C)nc3nc(CNC(=O)OC(C)(C)C)nn3c2C)cc1	.	.	-1%	.
22	Cc1ccc2cc(/C=N/NC(=O)c3ccc(F)cc3)c(Cl)nc2c1	-16%	-3%	-5%	.
23	COC(=O)C1=C(C)N(Cc2ccc(OC)c(OC)c2)C(=O)C1	-2%	-2%	-2%	3%
24	Cc1nc(NC(=O)c2cccc(Cl)c2)sc1-c1csc(Nc2cccc(Cl)c2)n1	-6%	4%	-2%	1%
25	N#CCSc1nc2ccccc2c(=O)n1CCCC(=O)NCc1ccco1	1%	11%	-3%	.
26	CCOC(=O)C(=O)C1C(=O)Nc2ccccc21 (stereo unspecified)	-6%	-22%	0%	?
27	CC(=O)OCC1OC(c2ccccc2)C(OC(C)=O)C(OC(C)=O)C1OC(C)=O (stereo unspecified)	-13%	-11%	0%	1%
28	O=C1c2ccccc2C(Nc2ccc(F)cc2F)N1CCN1CCOCC1 (stereo unspecified)	1%	-5%	2%	-1%
29	O=[N+]([O-])c1cccc(C2Nc3cccc4cccc(c34)N2)c1	-10%	-13%	-4%	-24%
30	CC(=O)OC1CC[C@@]2(C)C(CCC3C2CC(=O)[C@@]2(C)C3CC3CC(C)=CC(=O)C32)C1 (stereo partly specified)	i	-1%	1%	.

#	Tau ThT inhib	TRb SRC2 PPI	Tau FP inhib	KDM4E inh
16	-13%	-7%	5%	8%
17	-14%	4%	2%	?
18	2%	-5%	5%	-19%
19	-4%	6%	2%	1%
20	-8%	1%	2%	?
21	0%	7%	-11%	.
22	-4%	-2%	-10%	10%
23	-12%	0%	-5%	-10%
24	?	0%	?	-16%
25	-6%	-3%	-7%	4%
26	?	-2%	-15%	0%
27	3%	-27%	-4%	0%
28	-5%	-1%	1%	3%
29	?	-12%	0%	?
30	.	6%	10%	3%

Other compounds follow.
#	Structure	RECQ1 helicase	GoLoco inh red	TexasRed fluor	L3MBTL1 inh
31	COc1ccc(Cn2c(CNS(=O)(=O)c3ccc(C)c(C)c3)nc3cccnc32)cc1	.	.	-29%	.
32	COc1ccc(-n2nnnc2SCC(=O)Nc2nnn(C)n2)cc1	i	4%	-1%	.
33	CN(C)c1ccc(CNC(=O)CN2C(=O)CSc3ccc(S(=O)(=O)N4CCCC4)cc32)cc1	.	.	1%	.
34	CCOC(=O)c1c(N)sc(C)c1-c1ccccc1	-13%	-1%	-4%	.
35	CCOC(=O)c1ccc(COC(=O)CNC(=O)CNC(=O)c2ccc(OC)cc2)o1	-1%	2%	-3%	-4%
36	Cc1ccc(C)c(Nc2nn3c(=O)c4ccc(C(=O)NCCc5ccccc5)cc4nc3s2)c1	.	.	-1%	.
37	CCOc1ccc(-n2nc3ccc(NC(=O)c4ccc5c(c4)OCCO5)cc3n2)cc1	-3%	-2%	0%	0%
38	C=CCC(C(=O)OC)(C(=O)OC)c1ccccc1[N+](=O)[O-]	i	9%	-1%	6%
39	COc1ccc(C)cc1NC(=O)C1CCN(S(=O)(=O)c2ccc3[nH]c(=O)oc3c2)CC1	.	.	0%	.
40	Cc1ccc(NC(=O)CC2S/C(=N/N=C3/NC(=O)CS3)NC2=O)cc1 (stereo unspecified)	i	0%	0%	?
41	O=C(CNC(=O)Cn1ccc2ccccc2c1=O)NCCCN1CCCCCC1	i	0%	-2%	-3%
42	CC(=O)c1cccc(NC(=O)CC2S/C(=N/N=C/c3ccccc3)NC2=O)c1 (stereo unspecified)	i	-8%	-1%	.
43	O=S(=O)(NC1=NCCCCC1)c1ccc(F)cc1	10%	0%	-1%	0%
44	CCOc1ccc(C(=O)Nc2ccc3c(c2)N(C(C)=O)CCC3)cc1OCC	.	.	0%	.
45	Cc1c(N=C/C=C/c2ccccc2)cnn1C	-2%	4%	-2%	0%

#	Tau ThT inhib	TRb SRC2 PPI	Tau FP inhib	KDM4E inh
31	2%	3%	3%	.
32	-4%	-3%	10%	9%
33	-6%	-11%	8%	.
34	-7%	-7%	?	.
35	-3%	-16%	7%	3%
36	?	-3%	?	.
37	-3%	-12%	-12%	?
38	-5%	0%	-3%	9%
39	2%	6%	-8%	.
40	-6%	-11%	-6%	39%[activator]
41	?	8%	-10%	?
42	0%	-1%	8%	-2%
43	-2%	-7%	6%	5%
44	1%	-6%	-4%	.
45	-6%	-2%	-10%	?

Next section
#	Structure	RECQ1 helicase	GoLoco inh red	TexasRed fluor	L3MBTL1 inh
46	C=CCSC1=NNC(c2ccc(C(C)(C)C)cc2)=NN1	10%	-1%	-3%	7%
47	O=C(O)C1CCC(=O)N1Cc1ccc(F)cc1 (stereo unspecified)	3%	-6%	6%	.
48	COCCCn1nnnc1SCC(=O)N1CCN(C(=O)c2ccco2)CC1	6%	1%	1%	-9%
49	O=C(NC(=S)N(CC1CCC1)CC1CCCO1)c1cccc([N+](=O)[O-])c1 (stereo unspecified)	-5%	14%	1%	?
50	Cn1c(SCC#N)nnc1-c1ccc2c(c1)OCO2	-1%	-4%	-2%	5%
51	COc1cc(S(=O)(=O)NCc2ccccc2)ccc1F	-6%	8%	-7%	4%

#	Tau ThT inhib	TRb SRC2 PPI	Tau FP inhib	KDM4E inh
46	-9%	-1%	-2%	-4%
47	-3%	-5%	4%	3%
48	-4%	-2%	3%	-11%
49	-1%	8%	0%	12%
50	-3%	-5%	-1%	1%
51	-2%	1%	-10%	11%

Quoted at random: five entries already listed, in no set order.
#	Structure	RECQ1 helicase	GoLoco inh red	TexasRed fluor	L3MBTL1 inh
48	COCCCn1nnnc1SCC(=O)N1CCN(C(=O)c2ccco2)CC1	6%	1%	1%	-9%
50	Cn1c(SCC#N)nnc1-c1ccc2c(c1)OCO2	-1%	-4%	-2%	5%
51	COc1cc(S(=O)(=O)NCc2ccccc2)ccc1F	-6%	8%	-7%	4%
49	O=C(NC(=S)N(CC1CCC1)CC1CCCO1)c1cccc([N+](=O)[O-])c1 (stereo unspecified)	-5%	14%	1%	?
47	O=C(O)C1CCC(=O)N1Cc1ccc(F)cc1 (stereo unspecified)	3%	-6%	6%	.

#	Tau ThT inhib	TRb SRC2 PPI	Tau FP inhib	KDM4E inh
48	-4%	-2%	3%	-11%
50	-3%	-5%	-1%	1%
51	-2%	1%	-10%	11%
49	-1%	8%	0%	12%
47	-3%	-5%	4%	3%
